Compound activity: PubChem, Emory University Molecular Libraries Screening Center
14-3-3g Raf: 14-3-3 gamma protein interaction modulation; P61981; 0.19% of 160,000 active; inhibition, % at 40 µM; FP, 14-3-3gamma / TMR-pS259-Raf peptide binding; in the data active = inhibition above about 30%;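 note: 0% = protein plus tracer without compound and 100% = blank with tracer alone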
Target sequence (P61981 whole entry, looked up): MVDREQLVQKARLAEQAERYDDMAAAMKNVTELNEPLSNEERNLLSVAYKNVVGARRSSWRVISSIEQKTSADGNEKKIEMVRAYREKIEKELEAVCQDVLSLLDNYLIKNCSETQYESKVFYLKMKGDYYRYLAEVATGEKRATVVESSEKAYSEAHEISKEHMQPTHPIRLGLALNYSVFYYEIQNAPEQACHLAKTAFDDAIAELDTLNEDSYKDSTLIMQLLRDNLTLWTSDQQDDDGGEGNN
* marks the source's active call; other numbers are inactive results; & = joins results of further samples. An excerpt (hit frequency here may not be typical).

SMILES	14-3-3g Raf
Cc1nc2nc[nH]n2c(=O)c1NS(C)(=O)=O	7&-1
COc1ccc(Nc2nc(-c3cc4ccccc4oc3=O)cs2)cc1	-11
c1ccn2c(c1)nc1c2nc2ccccn21	1
COc1ccc(NC(=O)CCS(=O)(=O)c2cc(Br)cc3c2N(C(=O)C2CC2)CC3)cc1	-12
CCCc1[nH]nc2c1C(c1ccccc1OC)C(C#N)=C(N)O2 (configuration not stated)	-7
Cc1cc(C)cc(-n2nc3c(c2NC(=O)c2ccc(S(=O)(=O)N(C)C)cc2)CSC3)c1	-11
CSCCC(NC(=O)c1ccccc1)C(=O)NCc1ccco1 (configuration not stated)	-3
Cn1cc(S(=O)(=O)N2CCN(c3cccc(C(F)(F)F)c3)CC2)c(=O)n(C)c1=O	-2
CCOC(=O)c1c(CC(C)C)csc1N=CC1C(=O)CC(C)(C)CC1=O	-11
CC(=O)N1CCc2cc(S(=O)(=O)N3CCCc4ccccc43)ccc21	-3
CCN1CCN(C(=O)c2ccc(COc3cccc(Cl)c3)o2)CC1	-3
CCc1c(C(=O)O)[nH]c2ccc(Br)cc12	-6
Nc1ccc(S(=O)(=O)Nc2ccccn2)cc1	1
Cc1ccc(C)c(NC(=O)C2CCCN(S(=O)(=O)c3cccc4nsnc34)C2)c1 (configuration not stated)	4
COc1ccc2c(c1)-c1nc(N=Cc3ccccc3O)sc1CC2	-6
COc1ccc(C2C(=O)N(CCc3ccccc3)CC(=O)N2Cc2ccc3c(c2)OCO3)cc1 (configuration not stated)	-6
CCCCNc1cc(=O)n(C)c(=O)[nH]1	-7
CC(C(=O)Nc1ccccc1F)N(c1ccccc1)S(C)(=O)=O (configuration not stated)	3
CC(C)c1ccc(NC(=O)C(NC(=O)Cc2c[nH]c3ccccc23)c2ccccc2)cc1 (configuration not stated)	-16
CCOC(=O)C(NC(=O)c1ccc(OC)cc1)(Nc1cc(C)on1)C(F)(F)F (configuration not stated)	-6&7
COc1ccc(C(=O)Nc2cccc3nsnc23)cc1	-26
O=S(=O)(Nc1ccc(-c2nc3cccnc3s2)cc1)c1cccs1	-7
Cc1cccn2c(N)c(-c3ccccc3)nc12	-3
CCCCCOC(=O)C1=C(C)NC(=O)NC1c1cccc(OCC)c1 (configuration not stated)	-6
O=C(NCc1ccc2c(c1)OCO2)c1ccc(CNS(=O)(=O)c2ccc(F)cc2)cc1	4

Carrying on:
SMILES	14-3-3g Raf
CCOC(=O)c1c(NC(=O)COc2ccccc2Br)sc2c1CCC(C)C2 (configuration not stated)	6
CCN(Cc1ccccc1)S(=O)(=O)c1ccc(C(=O)Nc2nnc(-c3ccc(F)cc3)o2)cc1	1
CC(=O)c1c(C)nc2ccccn12	-4
COc1ccc(Br)cc1S(=O)(=O)N1CC(C)OC(C)C1 (configuration not stated)	5
Cc1ccc2cc(CN(CC3CCCO3)S(=O)(=O)c3c(C)ccc4nsnc34)c(=O)[nH]c2c1 (configuration not stated)	-7
O=C(OCCN1C(=O)c2ccc([N+](=O)[O-])cc2C1=O)C1CCCCC1	-6
O=C(NCc1cccnc1)C1CCC(CNS(=O)(=O)c2ccc(Cl)cc2)CC1 (configuration not stated)	-4
Cc1ccc(-c2nnn(CC(=O)NCCc3ccc4c(c3)OCO4)n2)o1	-10
CC1CCN(S(=O)(=O)N2CCC(C(=O)NCCc3ccc(Cl)cc3)CC2)CC1	-1
Cc1nn(C(C)(C)C)c(OC(=O)c2ccc([N+](=O)[O-])cc2)c1S(=O)(=O)c1ccccc1	-4
O=C(COc1ccc(S(=O)(=O)N2CCCCC2)cc1)N1CCCCCC1	-4
CCCC(=O)N1c2ccccc2-c2nnc(SC)nc2OC1c1ccc(C)s1 (configuration not stated)	-6
CC1=[N+]([O-])C(C)(C)C(c2ccc(Br)cc2)=[N+]1[O-]	6
CCn1c(C(=O)O)c(CC(=O)Nc2ccc3c(c2)OCO3)c2ccccc21	8
Cc1cccc(CCNC(=O)c2c[nH]c3ccc(S(=O)(=O)Nc4ccccc4F)cc3c2=O)c1	4
CCCCC(CC)Cn1c(=S)[nH]c2ncccc2c1=O (configuration not stated)	-3
COc1ccc(OC)c(C2NC(=S)NC(C)=C2C(=O)Nc2ccccc2)c1 (configuration not stated)	-3
Cc1nc(C(F)(F)F)nc(Nc2ccccc2)c1C#N	1
O=C(CN1CCN(C(=O)c2ccco2)CC1)Nc1ccc2c(c1)OCO2	-1
c1ccc(CNCc2cn3c(-c4ccccc4)nnc3s2)cc1	5
CCOc1cc(NC(=O)c2ccco2)c(OCC)cc1NC(=O)CCc1ccc(OC)cc1	-14
CCCOc1ccc(C2C(C(=O)OC)=C(C)N=C3SCCC(=O)N32)cc1OCC (configuration not stated)	6
COc1cc2c(cc1OC)C(Nc1ccc(Br)cc1)=NC1(CCCC1)C2	-3
CCOC(=O)C(CC)n1cnc2sc3c(c2c1=O)CCC(C)C3 (configuration not stated)	-7
COc1ccc(OC)c(C2NC(=S)NC(C)=C2C(=O)Nc2ccc(C)cc2C)c1 (configuration not stated)	-9

Carrying on:
SMILES	14-3-3g Raf
N#Cc1cc2c(=O)n3ccccc3nc2n(CCN2CCOCC2)c1=O	-12
CCOc1ccc(-c2n[nH]c(=S)c3ccccc23)cc1	-18
O=C(CCN1C(=O)C2C3C=CC(C3)C2C1=O)Nc1ccc(Cl)cc1 (configuration not stated)	0
CCOC(=O)c1cnc(SCC(=O)N2CCc3ccccc32)nc1N	3
O=S(=O)(Nc1ccc(I)cn1)c1ccc(Cl)s1	-26
CCCN(CCC)CCSc1nc(O)c(C(C)C)c(=O)[nH]1	-4
COc1ccc(N(CC(=O)Nc2ccc(C)cc2)S(=O)(=O)c2ccccc2)c(OC)c1	2
CC(=O)Nc1ccc(S(=O)(=O)Nc2cccc(C)c2)cc1	-6
COc1ccc(C2Oc3ccccc3C3=C2C(c2ccc(C)cc2)n2ncnc2N3)cc1Br (configuration not stated)	-7
Cc1cccc(N(CC(N)=O)C2SC(=O)NC2=O)c1 (configuration not stated)	-11
Cc1c(C(=O)O)[nH]c2c1C(=O)CC(c1ccc(Cl)cc1)C2 (configuration not stated)	-16
CN(CC(=O)Nc1ccc(F)c(Cl)c1)S(=O)(=O)c1cccc2nsnc12	-6
O=S(=O)(Nc1nccs1)c1ccc2c(c1)OCCO2	3
Cc1coc2cc3oc(=O)cc(C)c3cc12	-2
CCCCN(C)c1ncnc2c1sc1nc3c(cc12)COC(C)(C)C3	-31
CC1CCC(N2CCN(S(C)(=O)=O)CC2)CC1 (configuration not stated)	-8
COc1ccccc1Nc1ncnc2nc[nH]c12	-3
COc1cc2c(cc1OC)C(C(=O)N1CCOCC1)C(c1ccc(SC)cc1)N(C)C2=O (configuration not stated)	3
O=C(NCc1ccccc1)c1ccc2c(=O)n(CCc3c[nH]c4ccccc34)c(=S)[nH]c2c1	4
Cc1ccc2[nH]c3c(c2c1)CCCC3C(N)=O (configuration not stated)	0
COCCCN1C(=O)C(=O)/C(=C(/O)c2ccc(OCC(C)C)cc2C)C1c1cccnc1 (configuration not stated)	0
CC1CCC(NC(=O)C2(C)CCC(=O)N2Cc2ccccc2Cl)CC1 (configuration not stated)	4
COc1ccc(OC)c(N2C(=O)C3CCCCC3C2=O)c1 (configuration not stated)	-3
CC(C)(C)C1(O)CC(C(F)(F)F)=NN1C(=O)Cc1ccc([N+](=O)[O-])cc1 (configuration not stated)	-3
Cc1onc(-c2ccccc2)c1C(=O)NCC1CCCO1 (configuration not stated)	-1

More records follow.
SMILES	14-3-3g Raf
CC(=O)c1c(OC(=O)c2ccc(Cl)cc2[N+](=O)[O-])ccc2c(C)cc(=O)oc12	-8
COc1ccc(-c2noc(CCC(=O)NCCCN3CCC(C)CC3)n2)cc1	1
Cc1ccc(NC(=O)CS(=O)CC(=O)N(c2ccccc2)C(C)C(=O)NC2CCCC2)cc1 (configuration not stated)	-1
COc1ccc(-c2nc(C#N)c(N3CCCCCC3)o2)cc1OC	4
O=C(NCc1ccccc1)c1noc2c1CCCCC2	4
O=C(COc1ccc(OCc2ccccc2)cc1)NC1CCOC1=O (configuration not stated)	-8
COc1ccc(C2N3CC4(C)CN2CC(C)(C3)C4O)cc1 (configuration not stated)	-3
O=C(O)CCCCCn1c(=O)[nH]c2ccsc2c1=O	2
Cc1c(C(=O)NCCN2CCOCC2)sc2nc(-c3ccc(F)cc3)cn12	-5
COc1ccccc1NC(=O)CC1C(=O)Nc2c1c(=O)n(C)c(=O)n2C (configuration not stated)	-3
O=C(Nc1cc2c(ccc3ccccc32)oc1=O)c1ccc(Br)cc1	-3
Cc1ccc(C2=NNC3(S2)C(=O)Nc2ccc(Br)cc23)cc1 (configuration not stated)	-2
CCOC(=O)c1ccccc1NC(=O)c1cc2ccccc2o1	3
CCS(=O)CCSc1nc(-c2cccs2)cc(-c2ccccc2)c1C#N (configuration not stated)	-9
Cc1ccc(NC2=CC(=O)CCC2)cc1C	0
CC1=C(C(=O)OCCSc2ccccc2)C(c2ccc3c(c2)OCO3)NC(=O)N1 (configuration not stated)	-4
CCCCOC(=O)CCc1c(C)n[nH]c1C	3
CCCc1nc2oc3c(N4CCNCC4)ncnc3c2c2c1CCCC2	-5
Cc1nnc(C)n1/N=C/c1ccc(C(C)C)cc1	-4
COc1ccccc1CNC(=O)c1sc2nc(C)nc(N3CCCCC3C)c2c1C (configuration not stated)	3
CCOC(=O)c1c(NC(=O)Cc2ccccc2)sc2c1CCC(C#N)(c1ccccc1)C2 (configuration not stated)	0
O=c1c2sc(=S)n(Cc3ccco3)c2nc(SCc2cc(=O)n3cc(Cl)ccc3n2)n1-c1ccccc1	-135
CC1(C)C(CNC(N)=O)CC1CNC(N)=O (configuration not stated)	-5
O=[N+]([O-])c1nn(-c2ccccc2)n(O)c1=Nc1ccccc1OC(F)F	-4
CCOc1ccccc1OCCCCn1c(-c2ccc(Cl)cc2)nc2ccccc2c1=O	-11

The results go on.
SMILES	14-3-3g Raf
O=C(Nc1ccccn1)C(Cc1ccccc1)NS(=O)(=O)c1ccc(Br)s1 (configuration not stated)	-9
COc1ccc(C2C=C(c3ccc(Cl)cc3)Nc3nc(NC(C)=O)nn32)cc1 (configuration not stated)	-10
COCCOC(=O)C1=C(C)NC(=O)NC1c1ccc(O)cc1 (configuration not stated)	24
O=C1c2cccc3c(N4CCCCC4)ccc(c23)C(=O)N1CCOC(=O)C12CC3CC(CC(C3)C1)C2	-17
COCCCN1CC23C=CC(O2)C(C(=O)O)C3C1=O (configuration not stated)	1
CCCn1cnc2c(cnn2-c2ccc(F)cc2)c1=O	-1
Cc1ccc(C(=O)CSc2nc3ccccc3c(=O)n2N)o1	0
Cc1ccc2c(c1)N(CCC(=O)NCCCN1CCCCC1)C(=O)C(C)O2 (configuration not stated)	-9
N=c1n(Cc2ccccc2)c2ccccc2n1CC(O)c1ccc(Cl)cc1 (configuration not stated)	4
CC1CCN(C(=O)CSc2nc3ccccc3c(=O)n2Cc2ccco2)CC1	-2
CCOC(=O)c1ccc2c(c1)C1C=CCC1C(c1cccc([N+](=O)[O-])c1)N2 (configuration not stated)	-25
COc1ccc(C)cc1S(=O)(=O)N(C)CC(=O)Nc1ccc2c(c1)OCO2	-9
CCC(=O)N1CCc2cc(S(=O)(=O)NC(CC(C)C)C(=O)N3CCOCC3)ccc21 (configuration not stated)	1
COc1ccccc1Nc1nc(N)nc(CN2CCN(c3ccccc3F)CC2)n1	2
COc1ccc(C2=CC(c3cccc(Br)c3)n3nc(CCCO)nc3N2)cc1OC (configuration not stated)	-18
CCCCN(CC)CCNc1c(N2CCN(C(=O)OCC)CC2)c(=O)c1=O	-5
c1ccc(Nc2n[nH]nc2-c2ccccc2)cc1	-3
CC(C)CCNC(=O)CCn1nc(-c2ccc(Cl)cc2)ccc1=O	-10
COc1cc(CNc2ccc3[nH]c(=O)[nH]c3c2)ccc1OCC(=O)NC(C)(C)C	2
Cc1ccc(C(=O)N(C)C2CCCCC2)cc1[N+](=O)[O-]	9
CCOC(=O)N1CCC(NC(=O)c2sc(-n3cccc3)nc2C)CC1	-5
CCCCNC(=O)c1cc(S(=O)(=O)N2CCc3ccccc32)ccc1Sc1cccc(Cl)c1	-8
CCC1S/C(=C(\C#N)C(=O)NCc2ccco2)N(c2ccc(Br)cc2)C1=O (configuration not stated)	-10
CCOC(=O)c1c(N=c2oc3ccc4ccccc4c3cc2C(N)=O)sc2c1CCCC2	-6
O=C(CN1C(=O)CSc2ccccc21)NC1CCCCC1	-3

17 entries already listed, ordered by number of heavy atoms, low to high:
SMILES	14-3-3g Raf
Cc1nc2nc[nH]n2c(=O)c1NS(C)(=O)=O	7&-1
c1ccc(Nc2n[nH]nc2-c2ccccc2)cc1	-3
Cc1nc(C(F)(F)F)nc(Nc2ccccc2)c1C#N	1
O=C(CN1C(=O)CSc2ccccc21)NC1CCCCC1	-3
CCOC(=O)c1ccccc1NC(=O)c1cc2ccccc2o1	3
O=C(CCN1C(=O)C2C3C=CC(C3)C2C1=O)Nc1ccc(Cl)cc1 (configuration not stated)	0
CC(=O)N1CCc2cc(S(=O)(=O)N3CCCc4ccccc43)ccc21	-3
N#Cc1cc2c(=O)n3ccccc3nc2n(CCN2CCOCC2)c1=O	-12
CCCCN(CC)CCNc1c(N2CCN(C(=O)OCC)CC2)c(=O)c1=O	-5
CCCC(=O)N1c2ccccc2-c2nnc(SC)nc2OC1c1ccc(C)s1 (configuration not stated)	-6
Cn1cc(S(=O)(=O)N2CCN(c3cccc(C(F)(F)F)c3)CC2)c(=O)n(C)c1=O	-2
COc1ccc(C2=CC(c3cccc(Br)c3)n3nc(CCCO)nc3N2)cc1OC (configuration not stated)	-18
Cc1cc(C)cc(-n2nc3c(c2NC(=O)c2ccc(S(=O)(=O)N(C)C)cc2)CSC3)c1	-11
CC(C)c1ccc(NC(=O)C(NC(=O)Cc2c[nH]c3ccccc23)c2ccccc2)cc1 (configuration not stated)	-16
O=C(NCc1ccccc1)c1ccc2c(=O)n(CCc3c[nH]c4ccccc34)c(=S)[nH]c2c1	4
Cc1cccc(CCNC(=O)c2c[nH]c3ccc(S(=O)(=O)Nc4ccccc4F)cc3c2=O)c1	4
O=C1c2cccc3c(N4CCCCC4)ccc(c23)C(=O)N1CCOC(=O)C12CC3CC(CC(C3)C1)C2	-17
